Screening results: PubChem, several laboratories
MC4R barr agon: MC4R agonists recruiting beta-arrestin, primary screen, cell-based, luminescence, agonist arm of biased-ligand search; Melanocortin receptor 4 (Homo sapiens), P32245; U2OS MC4R beta-arrestin complementation; percent of melanotan II response, DMSO zero; activation, % at 8.9 µM; 360,000 tested, 0.98% active; AID 540308, 2011;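 active = activation above a per-plate cutoff, the mean activation of sample wells on that plate plus 3 SD, cut at about 8% in these data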
CaV13 ICDI inh: Disruptors of the CACNA1D IQ motif to Ca2+-dependent inactivation inhibitor domain association, primary screening, Förster resonance energy transfer in intact living … | HEK cells, CFP/YFP FRET ICDI-IQ, plate reader, 10 min; percent FRET-ratio fall versus neutral wells | AID 743397 | inhibition, % at 12.3 µM | 340,000 tested, 0.098% active;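 active = mean replicate inhibition of at least 30% and at least 1% of replicates passing that level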;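 also: 0% = median of the neutral control wells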
PDI turbidity: inhibitors of human PDI, primary screen, biochemical, turbidity, single point, plate reader; PDI insulin aggregation turbidity, A650, 90 min; inhibition, % at 10 µM; 350,000 tested, 0.052% active; AID 588391, 2011;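 active = mean inhibition across replicates of 30% or more, whatever share of single replicates reach that level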;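 also: absorbance from insulin aggregation driven by PDI reduction with DTT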
Target sequence (P07237 whole entry, looked up): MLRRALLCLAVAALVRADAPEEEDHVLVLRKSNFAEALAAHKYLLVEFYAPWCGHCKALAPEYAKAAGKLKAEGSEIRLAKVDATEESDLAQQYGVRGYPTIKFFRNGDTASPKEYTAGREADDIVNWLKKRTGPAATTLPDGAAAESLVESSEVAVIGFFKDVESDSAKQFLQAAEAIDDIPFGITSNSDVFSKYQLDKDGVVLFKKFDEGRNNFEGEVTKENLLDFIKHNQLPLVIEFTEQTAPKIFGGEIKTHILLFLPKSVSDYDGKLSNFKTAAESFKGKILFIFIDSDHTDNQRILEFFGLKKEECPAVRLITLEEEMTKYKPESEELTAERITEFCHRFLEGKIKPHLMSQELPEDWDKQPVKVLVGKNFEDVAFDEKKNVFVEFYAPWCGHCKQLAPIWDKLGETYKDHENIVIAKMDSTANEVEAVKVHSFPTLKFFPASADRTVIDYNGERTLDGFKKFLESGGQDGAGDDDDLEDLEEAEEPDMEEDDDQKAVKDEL
H9c2 protect: cardioprotection against H2O2-induced cell death, primary screen, uHTS, H9c2 cells, ATPLite luminescence. H9c2 cardiomyocytes, H2O2 injury protection, 2 h. protection from H2O2 cell death, % at 20 µM. 360,000 tested, 0.63% active. AID 588492, 2011;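 active = compounds giving at least 50% protection of heart cells from peroxide-induced death in the single-dose screen, raw or plate-pattern-corrected value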;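 also: 0% = DMSO wells with peroxide and 100% = DMSO wells without peroxide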
MC4R antagonist: MC4R antagonists of cAMP signaling, primary screen, cell-based, TR-FRET, antagonist arm of biased-ligand search; AID 540295, 2011; inhibition, % at 6.5 µM; MC4R-expressing cells, MTII-stimulated cAMP, LANCE TR-FRET; 360,000 tested, 0.48% active;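 active = inhibition above its plate's cutoff, the mean of tested wells on that plate plus 3 SD, cut at about 29% in these data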;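 also: 0% = Melanotan II alone and 100% = Melanotan II plus saturating MCL0020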
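Test system: U2OS cells stably expressing human melanocortin 4 receptor (MC4R); also added: Melanotan II challenge; compound: 6.5 µM single dose; timing: 30-min compound preincubation, 1-h Melanotan II challenge, 1-h detection, room temperature; signal: Eu-cAMP/anti-cAMP TR-FRET, emission 671 nm; repeats: one well per compound, no replicates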
ABCB6 inh 2: ABCB6 transporter inhibitors, primary screen, K562-ABCB6 cells, flow cytometry, MLPCN library; ATP-binding cassette sub-family B member 6 (Homo sapiens), Q9NP58; K562-ABCB6 porphyrin accumulation, 1 h; active compounds read low; fluorescence ratio to DMSO, % at 10 µM; 360,000 tested, 0.19% active; AID 602162, 2011;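 active = fluorescence ratio to DMSO below 75%, the collection mean minus 3 SD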;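 also: signal is porphyrin accumulated inside mitochondria; 100% equals median channel fluorescence of DMSO control wells; lower ratio means ABCB6 inhibition with less porphyrin fluorescence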
N-glyco inh: increase of ERlucT glycosylation luciferase signal, primary screen, N-linked glycosylation inhibitor project, D54 ERlucT cells, luminescence, set 2; AID 588692, 2011; 360,000 tested, 0.23% active; D54 ERlucT glycosylation luciferase reporter, 24 h; percent of 100 nM tunicamycin response; reporter increase, % at 12.5 µM;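 active = mean luciferase reporter signal, scaled so untreated is 0 and the glycosylation-blocking control 100, at or above a set limit in every replicate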;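 also: luciferase carries N-glycosylation sites so blocking glycosylation raises the light; 0% = median of neutral control wells and 100% = median of 100 nM tunicamycin wells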
Exocytosis inh: LAMP-1 surface exposure blockers, TALL-104 cells – cell-based, flow cytometry, MLPCN library, primary screen. TALL-104 LAMP-1 surface exposure; cells stimulated with thapsigargin and PMA. inhibition, % at 10 µM. 360,000 tested, 0.66% active. AID 651702, 2012;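 active = inhibition above about 55%, limit read from the data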
ABHD5-PLIN5 inh: ABHD5-PLIN5 interaction inhibitors, primary screen, cell lysate, split luciferase complementation, luminescence; Perilipin-5 (Homo sapiens) + 1-acylglycerol-3-phosphate O-acyltransferase ABHD5 (Homo …; Split G. princeps luciferase complementation, 4 h; inhibition, % at 4 µM; 360,000 tested, 0.78% active; AID 602281, 2012;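 active = inhibition above the mean inhibition across every tested compound plus 3 SD, cut at about 22% in these data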;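 also: 0% = DMSO only wells and the 100% control is not disclosed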
m5-HT2A agonist: mouse Htr2a agonists via beta-arrestin recruitment, primary screen, cell-based, luminescence; CHO-K1 mHTR2A beta-arrestin complementation; percent of 30 µM serotonin response; activation, % at 7.6 µM; 360,000 tested, 0.66% active; AID 624169, 2012;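 active = activation above a run cutoff, the mean activation of all tested compounds plus 3 SD, cut at about 14% in these data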;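 also: 0% = plate median of compound wells and 100% = 30 µM serotonin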
Target sequence (P35363 whole entry, looked up): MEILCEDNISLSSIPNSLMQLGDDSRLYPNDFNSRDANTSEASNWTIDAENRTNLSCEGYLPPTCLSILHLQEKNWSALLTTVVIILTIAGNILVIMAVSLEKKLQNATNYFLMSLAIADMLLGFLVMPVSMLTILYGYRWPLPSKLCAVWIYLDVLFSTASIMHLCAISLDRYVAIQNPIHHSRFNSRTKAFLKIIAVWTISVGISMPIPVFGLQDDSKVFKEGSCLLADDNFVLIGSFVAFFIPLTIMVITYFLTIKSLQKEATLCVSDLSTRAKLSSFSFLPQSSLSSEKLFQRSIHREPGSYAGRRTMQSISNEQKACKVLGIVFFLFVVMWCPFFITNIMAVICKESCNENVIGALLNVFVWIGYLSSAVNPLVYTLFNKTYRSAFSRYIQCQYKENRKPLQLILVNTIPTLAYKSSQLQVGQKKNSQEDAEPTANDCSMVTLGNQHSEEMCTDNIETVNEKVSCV
* = called active by the depositor; nt = not tested or not shown.

SMILES | MC4R barr agon | CaV13 ICDI inh | PDI turbidity | H9c2 protect | MC4R antagonist | ABCB6 inh 2 | N-glyco inh | Exocytosis inh | ABHD5-PLIN5 inh | m5-HT2A agonist
Nc1ccc(-c2nnn(Cc3ccccc3F)n2)cc1 | -2.0 | -2 | 0 | -1 | 3 | 101 | -4 | 7 | 2 | -3
COC(=O)C(C)N(C(=O)c1ccc(C(=O)c2ccccc2)cc1)c1c(C)cccc1C (centres undefined) | 1.5 | -4 | 13 | 1 | 6 | 89 | -7 | 1 | 0 | 3
Cc1cc(C)nc(Nc2n[nH]c(-c3ccc(N)cc3)n2)n1 | 1.0 | -3 | -5 | 0 | -3 | 98 | -8 | -2 | 5 | 3
O=C(CCn1c(=O)sc2ccccc21)NC1CCCCC1 | -1.6 | -7 | 1 | 2 | 0 | 92 | 0 | 0 | 5 | 5
COc1cc(CC(=O)OCC(=O)Nc2ccc([N+](=O)[O-])cc2)cc(OC)c1OC | -2.4 | -3 | 3 | -5 | 19 | 95 | 6 | -6 | -1 | -3
Cc1ccccc1C(=O)NNC(=O)c1cccn1C | -1.1 | -2 | 0 | 8 | 4 | 86 | 2 | 2 | -5 | 0
Cc1ccc(-n2nc(-c3ccco3)cc2C(=O)NCc2cccnc2)cc1 | -2.4 | -3 | 8 | 6 | 12 | 113 | -3 | 6 | 36* | -5
CN1C=CC=C/C1=C1/SC(=S)N(Cc2ccccc2)C1=O | -2.9 | -6 | 18 | 8 | 3 | 95 | 0 | 4 | 4 | -5
O=C(N/N=C/c1cccs1)c1cccc(S(=O)(=O)Nc2ccc(Cl)cc2)c1 | 2.0 | 1 | -4 | -2 | 17 | 94 | 1 | 1 | -2 | 0
Cc1cccc2cc(/C=N/NC(=O)CN3CCOCC3)c(Cl)nc12 | -0.9 | nt | -1 | 4 | -5 | nt | 3 | -5 | 0 | 3
CC1(C)CC(=O)c2c(O)cc(OCC(=O)N3CCN(c4ccccc4)CC3)cc2O1 | 2.0 | nt | nt | -3 | 5 | 101 | -4 | 6 | -2 | 0
Cc1cc(C)c(C(=O)COC(=O)Cn2cnnn2)cc1C | 0.6 | -4 | 1 | 2 | -5 | 97 | 0 | 0 | 1 | 3
O=C(CN1CCC(NC(=O)c2ccccc2F)CC1)Nc1ccc2c(c1)OCO2 | -4.1 | -3 | -10 | -5 | 3 | 106 | -1 | 0 | 4 | 0
Cc1cccc(C)c1OCc1nnc(SCC(=O)NCCc2ccccc2)o1 | 1.3 | -6 | 7 | 2 | 11 | 95 | 0 | -1 | -2 | -3
COc1cc(/C=N/N=C2/NC(=O)C(Cc3ccc(F)cc3)S2)ccc1O (centres undefined) | 3.0 | -6 | -7 | -16 | 2 | 101 | -3 | -2 | -2 | 0
CC(=O)Nc1c(O)nc(SCC(=O)Nc2nnc(SCc3ccccc3)s2)[nH]c1=O | -1.0 | -6 | 1 | 3 | 4 | 94 | 2 | 0 | -19 | -3
COc1ccc(CNC(=O)C[C@@H]2C[C@H]3c4cc(NC(=O)NC5CCCC5)ccc4O[C@H]3[C@H](CO)O2)cc1 | 0.3 | -8 | -3 | 2 | 8 | 98 | -1 | -2 | 4 | 1
CCc1ccc(NC(=O)C/C(C)=N/NC(=O)OCc2ccc(OC)cc2)cc1 | -1.4 | -5 | 3 | -1 | -4 | 99 | 3 | 0 | 3 | 5
Cc1ccc(/C=N/NC(=O)c2cc3c(ccc4ccccc43)o2)cc1[N+](=O)[O-] | 1.6 | nt | -1 | 19 | -2 | 117 | 0 | -1 | -1 | 0
COc1ccc(S(=O)(=O)NC(C(=O)OCC(=O)Nc2ccc(N3CCOCC3)cc2)C(C)C)cc1 (centres undefined) | -0.8 | -3 | 7 | 2 | 23 | 101 | -3 | 1 | -2 | 1
COc1ccc2c(CN3CCN(S(=O)(=O)c4cccs4)CC3)cc(=O)oc2c1 | -1.7 | -3 | 12 | 12 | -7 | 95 | -2 | -2 | 2 | 4
CCc1cccc(CC)c1NC(=O)c1ccccc1CCc1ccccc1 | 5.7 | -8 | -15 | -2 | 21 | 89 | -2 | 2 | -4 | -3
CCCCn1c(N)c(N(CC(C)C)C(=O)c2ccc(C)c(S(=O)(=O)N3CCCCC3)c2)c(=O)[nH]c1=O | -2.2 | -3 | -8 | -1 | 8 | 103 | 0 | 1 | 13 | 2
COc1ccc(/C(N)=N/OC(=O)c2ccc(Br)o2)cc1 | 1.0 | -5 | -4 | -6 | -3 | 79 | 0 | 3 | 2 | -5
Cc1cc(C=O)c(C)n1-c1ccc(NC2CCCCC2)c([N+](=O)[O-])c1 | 2.2 | 0 | 2 | -18 | 11 | 97 | -7 | 0 | -1 | 3
O=C(CCNC(=O)c1ccccc1Cl)NC1=NCCS1 | -0.7 | -2 | 0 | 3 | 9 | 101 | 0 | -2 | -4 | -1
COc1cc(-c2cc(C(=O)Nc3cccc(S(=O)(=O)N(C)C)c3)c3ccccc3n2)cc(OC)c1OC | -1.9 | -5 | -7 | 33 | 7 | 93 | -5 | 2 | -1 | 0
CSc1ccc(CCNC(=O)c2ccc(CS(=O)Cc3ccccc3Cl)o2)cc1 (centres undefined) | -2.0 | -3 | 0 | 3 | 13 | 101 | -3 | 6 | 1 | 0
COc1ccc2cc(CNCCOCCOCCNCc3ccc4cc(OC)ccc4c3)ccc2c1 | 17* | -6 | -7 | -20 | 5 | 138 | -15 | 47 | 5 | -6
Cc1ccc(CN(C)C(=O)C2CCN(C(=O)Nc3ccccc3)CC2)o1 | 1.3 | -7 | -3 | 2 | 7 | 96 | 1 | 5 | -1 | 3
CNC(=O)C1(C)CCN1C(=O)Cc1ccc(C(C)C)cc1 (centres undefined) | -0.4 | -6 | -4 | 2 | -1 | 97 | 4 | -6 | 4 | 3
OCCc1ccc(O)cc1 | -0.5 | -5 | -9 | 3 | 1 | 103 | 1 | -4 | 4 | 0
CCOc1ccccc1N(CC(=O)Nc1c(C)n(C)n(-c2ccccc2)c1=O)S(=O)(=O)c1ccccc1 | -1.8 | 3 | 6 | -3 | 7 | 100 | -1 | -2 | 1 | 6
COc1ccccc1S(=O)(=O)NCc1ccc(C(=O)N(C)Cc2ccc(F)cc2)cc1 | 0.2 | -6 | 10 | -5 | 5 | 92 | 1 | -5 | 17 | 5
COC(=O)CSc1nnc(C)n1-c1cccc(OC)c1 | 0.5 | nt | 1 | -5 | 7 | 100 | 0 | 2 | 6 | -2
COc1cccc2[nH]c(C(=O)NCCCN3CCCC3=O)cc12 | -1.3 | -6 | 14 | 6 | 0 | 99 | 3 | -1 | -2 | -4
CCOC(=O)C1=C(C)N=c2sc(=Cc3ccc(OCC(=O)O)cc3)c(=O)n2C1c1ccc(SC)cc1 (centres undefined) | -0.7 | -5 | 0 | 21 | 6 | 101 | 0 | -3 | -3 | -2
COCCNC(=S)N(CCCO)Cc1cc2cc3c(cc2[nH]c1=O)OCCO3 | -1.6 | -20 | 6 | 1 | 1 | 94 | 1 | 1 | -5 | -2
CC(C)Cc1cc(CNC(=O)C2CCC(=O)N(CCc3cccc(F)c3)C2)on1 (centres undefined) | -2.8 | -3 | 3 | -1 | 2 | 99 | 0 | -1 | -2 | -2
CC(Sc1ccccc1)C(=O)N1CCN(S(=O)(=O)c2ccc(Cl)cc2)CC1 (centres undefined) | 1.1 | -5 | 9 | -3 | 14 | 103 | -4 | 23 | 2 | 6
CC(=O)Nc1ccc(NC(=O)c2ccc3c(c2)CCN3S(C)(=O)=O)cc1 | -2.2 | -4 | 8 | -3 | 1 | 92 | -2 | 10 | -6 | 8
CC(C)NC(=O)N(C)C[C@H]1Oc2ccc(NC(=O)Nc3ccccc3)cc2C(=O)N([C@H](C)CO)C[C@@H]1C | -0.8 | -7 | 4 | -1 | 5 | 95 | 4 | 8 | -6 | 5

Another view of some results above.
Every second line gives: MC4R barr agon | CaV13 ICDI inh | PDI turbidity | H9c2 protect | MC4R antagonist | ABCB6 inh 2 | N-glyco inh | Exocytosis inh | ABHD5-PLIN5 inh | m5-HT2A agonist
- CCOc1ccccc1N(CC(=O)Nc1c(C)n(C)n(-c2ccccc2)c1=O)S(=O)(=O)c1ccccc1
 : -1.8 | 3 | 6 | -3 | 7 | 100 | -1 | -2 | 1 | 6
- COc1ccccc1S(=O)(=O)NCc1ccc(C(=O)N(C)Cc2ccc(F)cc2)cc1
 : 0.2 | -6 | 10 | -5 | 5 | 92 | 1 | -5 | 17 | 5
- COC(=O)CSc1nnc(C)n1-c1cccc(OC)c1
 : 0.5 | nt | 1 | -5 | 7 | 100 | 0 | 2 | 6 | -2
- COc1cccc2[nH]c(C(=O)NCCCN3CCCC3=O)cc12
 : -1.3 | -6 | 14 | 6 | 0 | 99 | 3 | -1 | -2 | -4
- CCOC(=O)C1=C(C)N=c2sc(=Cc3ccc(OCC(=O)O)cc3)c(=O)n2C1c1ccc(SC)cc1 (centres undefined)
 : -0.7 | -5 | 0 | 21 | 6 | 101 | 0 | -3 | -3 | -2
- COCCNC(=S)N(CCCO)Cc1cc2cc3c(cc2[nH]c1=O)OCCO3
 : -1.6 | -20 | 6 | 1 | 1 | 94 | 1 | 1 | -5 | -2
- CC(C)Cc1cc(CNC(=O)C2CCC(=O)N(CCc3cccc(F)c3)C2)on1 (centres undefined)
 : -2.8 | -3 | 3 | -1 | 2 | 99 | 0 | -1 | -2 | -2
- CC(Sc1ccccc1)C(=O)N1CCN(S(=O)(=O)c2ccc(Cl)cc2)CC1 (centres undefined)
 : 1.1 | -5 | 9 | -3 | 14 | 103 | -4 | 23 | 2 | 6
- CC(=O)Nc1ccc(NC(=O)c2ccc3c(c2)CCN3S(C)(=O)=O)cc1
 : -2.2 | -4 | 8 | -3 | 1 | 92 | -2 | 10 | -6 | 8
- CC(C)NC(=O)N(C)C[C@H]1Oc2ccc(NC(=O)Nc3ccccc3)cc2C(=O)N([C@H](C)CO)C[C@@H]1C
 : -0.8 | -7 | 4 | -1 | 5 | 95 | 4 | 8 | -6 | 5
